# Screens from PubChem BioAssay.
# SMARCA2 activ = activators of SMARCA2 function | MG213 cells, MMTV-luciferase reporter, dexamethasone, overnight | activation, % at 9.1 µM | 370,000 compounds, 1% hits; in the data active = activation above about 7.8%;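 note: 0% = vehicle wells and 100% = reference activator wells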
# ssDAF-12 act = activators of S. stercoralis DAF-12 nuclear receptor; 370,000 compounds, 1% hits; activation, % at 6.8 µM; AID 652126; HEK293 ssDAF-12/GRIP1 lit1-tk-luc reporter, luminescence; % of 3 µM dafachronic acid response;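 active = activation above the mean over all tested compounds plus 3 SD, cut at about 0.9% in these data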;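 note: 0% = DMSO-only wells and 100% = 3 µM delta7-dafachronic acid wells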
# hcDAF-12 act = H. contortus DAF-12 activation, primary screen. activation, % at 6.8 µM. 370,000 compounds, 1.4% hits. HEK293 hcDAF-12 lit1-tk-luc reporter, luminescence; 0% DMSO, 100% Δ7-dafachronic acid;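 active = activation above the mean of all tested compounds plus 3 SD, cut at about 5.5% in these data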;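 note: 100% = response to 3 µM Δ7-dafachronic acid high control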
# ADAM10 inh = inhibits human ADAM10 | O14672 | recombinant ADAM10, EDANS/DABCYL FRET peptide cleavage, 3 h | inhibition, % at 7 µM | 370,000 compounds, 0.62% hits | AID 720582;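 active = inhibition above a per-campaign cutoff equal to the mean of compounds falling between control-based bounds plus 3 SD, cut at about 20% in these data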;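 note: 0% = DMSO wells while the 100% control is not disclosed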
# GAA850 FXN act = activators of GAA850 frataxin (FXN) promoter | AID 540364 | 360,000 compounds, 0.56% hits | activation, % at 6 µM | HEK293 lucGAA850 FXN promoter luciferase reporter, 24 h; percent of 10 µM SAHA response;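 active = activation above the average of all compounds screened plus 3 SD, cutoff fixed separately per campaign, cut at about 7.5% in these data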;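 note: 0% = DMSO wells and 100% = 10 µM SAHA wells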
# DAX1 inh-1 = DAX1 (NR0B1) inhibition, primary screen. 370,000 compounds, 1.1% hits. AID 652010. inhibition, % at 6.8 µM. HEK293T StAR-luciferase reporter, SF-1/DAX-1 repression relief;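 active = inhibition above the mean over all tested compounds plus 3 SD, cut at about 3.6% in these data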;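 note: 0% = DAX-1 cells with DMSO and 100% = cells lacking DAX-1 with DMSO; higher inhibition means more luminescence from relief of DAX-1 repression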
# hgDAF-12 ag = activates the H. glycines DAF-12 receptor ligand-binding domain; HEK293 GAL4-hgDAF12 UAS-luciferase reporter, agonist luminescence; normalized to butyrate control; activation, % at 6.8 µM; 370,000 compounds, 1.8% hits; AID 687014;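 active = activation above a cutoff set at the mean of all screened compounds plus 3 SD, cut at about 10% in these data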;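 note: 0% = DMSO wells and 100% = sodium butyrate wells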
# ADAM17 inh = inhibitors of human ADAM17. recombinant ADAM17, EDANS/DABCYL FRET peptide cleavage. inhibition, % at 6.95 µM. 370,000 compounds, 0.83% hits;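 active = inhibition above the mean of compounds lying between control limits plus 3 SD, set per campaign, cut at about 8.5% in these data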;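 note: 0% = DMSO-only wells as the low control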
# PG9 binder = binds the HIV-1 gp120 antibody PG9. TR-FRET gp120-PG9 antibody binding. inhibition, % at 6.7 µM. 360,000 compounds, 0.43% hits; in the data active = inhibition above about 8.5%
# DAX1 inh-2 = inhibitors of human orphan nuclear receptor DAX1 (NR0B1) | P51843 | HEK293 Gal4-DAX1 luciferase reporter, luminescence | inhibition, % at 6.75 µM | 340,000 compounds, 0.99% hits | AID 504766;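 active = inhibition above the mean over all tested compounds plus 3 SD, cut at about 4.2% in these data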;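 note: 0% = DAX1-transfected cells with DMSO and 100% = empty-vector control cells with DMSO; inhibition shows as a rise in luminescence from relieved DAX1 repression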
# GC-A act = GC-A (human) enzyme activation; P16066; HEK293 GC-A cells, cGMP TR-FRET, EC30 ANP; 0% at EC30 ANP, 100% saturating ANP; activation, % at 10 µM; 370,000 compounds, 0.14% hits; AID 1671463; in the data active = activation above about 40%
# Target sequence (P16066 whole entry, looked up): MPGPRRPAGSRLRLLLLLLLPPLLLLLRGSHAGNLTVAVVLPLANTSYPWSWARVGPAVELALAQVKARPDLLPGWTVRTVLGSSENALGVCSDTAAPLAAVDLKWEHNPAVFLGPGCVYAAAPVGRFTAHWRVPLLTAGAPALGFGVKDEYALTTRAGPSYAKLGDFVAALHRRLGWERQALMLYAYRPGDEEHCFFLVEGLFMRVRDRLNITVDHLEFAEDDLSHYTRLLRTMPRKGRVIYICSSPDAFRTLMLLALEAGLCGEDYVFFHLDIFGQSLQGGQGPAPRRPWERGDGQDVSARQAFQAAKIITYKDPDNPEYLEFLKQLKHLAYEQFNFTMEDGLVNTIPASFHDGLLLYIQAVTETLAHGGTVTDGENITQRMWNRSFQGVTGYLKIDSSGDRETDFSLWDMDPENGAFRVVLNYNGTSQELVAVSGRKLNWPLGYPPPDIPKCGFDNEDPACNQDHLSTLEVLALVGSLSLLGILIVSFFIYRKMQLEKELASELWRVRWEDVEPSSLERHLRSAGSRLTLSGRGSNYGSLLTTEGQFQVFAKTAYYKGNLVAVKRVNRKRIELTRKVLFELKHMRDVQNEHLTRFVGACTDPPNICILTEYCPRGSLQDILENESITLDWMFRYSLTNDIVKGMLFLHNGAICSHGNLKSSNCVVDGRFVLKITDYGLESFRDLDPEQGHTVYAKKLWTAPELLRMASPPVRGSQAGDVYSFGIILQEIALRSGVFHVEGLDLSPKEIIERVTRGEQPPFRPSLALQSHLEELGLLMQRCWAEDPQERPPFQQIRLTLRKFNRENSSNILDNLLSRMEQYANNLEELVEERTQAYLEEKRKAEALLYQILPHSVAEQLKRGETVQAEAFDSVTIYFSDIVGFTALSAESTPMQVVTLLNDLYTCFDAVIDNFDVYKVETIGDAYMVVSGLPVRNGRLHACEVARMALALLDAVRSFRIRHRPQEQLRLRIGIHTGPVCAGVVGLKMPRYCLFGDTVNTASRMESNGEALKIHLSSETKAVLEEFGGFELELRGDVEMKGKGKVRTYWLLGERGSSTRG
# Active calls of the source: *; i = inactive; x = no result given. No enrichment for hits; overall some 6.8% were active at least once.
SMILES,SMARCA2 activ,ssDAF-12 act,hcDAF-12 act,ADAM10 inh,GAA850 FXN act,DAX1 inh-1,hgDAF-12 ag,ADAM17 inh,PG9 binder,DAX1 inh-2,GC-A act
Cc1ccc(-n2nc3ccc(N)cc3n2)c(C)c1,-9,-1.7,-6.0,i,-9.4,-0.2,-6.8,-228,2.7,-1.7,8
CCOc1cccc(C(=O)Nc2ccc(N3CCCC3)cc2)c1,1,-1.4,4.1,2,2.5,0.1,2.9,0,-12,-0.7,3
CCC(C(=O)NCc1cccs1)n1nc(C)n2c(cc3occc32)c1=O (centres undefined),-2,-0.3,-1.9,-5,0.7,0.0,-0.5,-3,-2.8,0.4,-17
CCCCCCCCN1C(=O)[C@@H](CC(=O)N2CCN(C(=O)c3ccco3)CC2)C[C@@]2(C(=O)OC)C1=C[C@H](C(C)(C)C)O[C@@H]2C,-4,-0.8,0.5,4,x,-0.1,-0.4,3,0.0,x,2
CC(=O)Nc1ccc(C2(O)COc3ccccc3O2)cc1 (centres undefined),2,-0.5,2.6,-5,1.6,0.5,2.8,-3,-1.3,2.6,-2
Cc1ccc(N2C(=O)c3ccc(N)cc3C2=O)cc1,6,0.7,4.3,-5,4.4,2.1,16*,2,0.2,0.0,9
CCOC(=O)c1c(NC(=O)Cn2nc(C(=O)O)c3ccccc3c2=O)sc(CC)c1C,0,-1.1,-1.2,-5,0.5,0.2,-3.1,2,1.9,0.2,-3
COc1ccc(C(=O)COC(=O)CCNS(=O)(=O)c2ccccc2)c(OC)c1,-2,-0.2,-1.0,-10,1.6,-0.8,-2.0,0,0.3,-0.7,4
CCCCOCCCNC(=O)C[C@H]1C[C@@]2(C(=O)OC)C(=C[C@H](C(C)(C)C)O[C@@H]2C)N(Cc2ccc3c(c2)OCO3)C1=O,-7,-1.1,-1.3,3,x,-1.2,0.7,7,1.3,x,-2
CNc1nnc(-c2ccc(OC)cc2)s1,3,-1.1,1.8,-7,3.6,1.6,11*,-3,-1.0,5.3*,6
O=C(COC(=O)c1cccnc1Cl)NCc1cccs1,-2,-0.9,-1.0,13,0.9,0.7,-0.5,0,-0.3,2.0,3
COc1ccccc1N1CCN(c2ncnc3nc[nH]c23)CC1,7.9*,-1.3,-3.2,-10,-0.1,-1.0,-1.4,1,-1.9,-0.1,1
CC(Nc1oc(-c2ccco2)nc1C#N)c1ccccc1 (centres undefined),-1,-1.2,-2.5,-193,3.4,-0.3,-2.4,-67,-1.1,0.3,2
NC(=O)C1(N2CCCCC2)CCN(CC(=O)Nc2cc(Cl)ccc2Cl)CC1,-1,-1.3,-1.0,5,-2.8,0.9,-3.0,-1,1.1,-0.8,-3
CCN(CC(=O)NCc1cccs1)C(=O)/C=C/c1cccc(Cl)c1Cl,-2,-1.1,-1.2,-7,2.1,-1.9,-3.6,3,-0.2,2.5,-2

# Compound profiles, from the list above. Values in the order: SMARCA2 activ | ssDAF-12 act | hcDAF-12 act | ADAM10 inh | GAA850 FXN act | DAX1 inh-1 | hgDAF-12 ag | ADAM17 inh | PG9 binder | DAX1 inh-2 | GC-A act
# Shown for CNc1nnc(-c2ccc(OC)cc2)s1 = 3 | -1.1 | 1.8 | -7 | 3.6 | 1.6 | 11* | -3 | -1.0 | 5.3* | 6
# Shown for CCOc1cccc(C(=O)Nc2ccc(N3CCCC3)cc2)c1 = 1 | -1.4 | 4.1 | 2 | 2.5 | 0.1 | 2.9 | 0 | -12 | -0.7 | 3

# Following part.
SMILES,SMARCA2 activ,ssDAF-12 act,hcDAF-12 act,ADAM10 inh,GAA850 FXN act,DAX1 inh-1,hgDAF-12 ag,ADAM17 inh,PG9 binder,DAX1 inh-2,GC-A act
Cc1ccc(NC(=O)CN(C)C(=O)c2sc3cc(Cl)ccc3c2Cl)cc1,0,-0.2,0.5,-5,2.7,1.5,-1.2,-7,5.5,-0.5,-1
COc1ccc([C@@H]2C[C@@H](c3ccccc3)Oc3c(C)ccc(C(C)C)c32)cc1,1,-1.3,-0.9,4,x,0.1,1.0,-2,-1.1,x,-6
C=CCNC(=O)c1onc(CS(=O)(=O)c2cc(C)cc(C)c2)c1C(=O)NCC=C,0,-1.3,-0.9,-3,-0.2,-0.2,-1.1,-5,-1.0,-1.0,-3
COc1cc(CN2CCCC(C(=O)Nc3cccc(-n4cccn4)c3)C2)ccc1F (centres undefined),-1,-0.5,0.1,-2,-6.1,-1.1,0.2,3,-0.2,-0.2,-4
COc1ccc(S(=O)(=O)N(C)CC(=O)O)c2ccccc12,0,-0.4,0.4,2,3.3,0.7,-1.2,0,0.9,2.1,3
CC(C)c1cc(C(=O)NCCc2cccs2)c(N)s1,1,-0.2,0.4,-4,x,-0.7,3.5,0,-2.3,x,5
Cc1[nH]nc(SCC(=O)NC2CCCC2)c1[N+](=O)[O-],-1,-0.9,0.6,4,1.6,1.0,1.4,-2,0.0,0.2,2
CCOC(=O)c1[nH]c(C(=O)O)c(CCN(CC)CC)c1C,-2,-1.3,-3.1,2,1.3,-0.6,0.4,-4,-2.0,0.4,3
O=C(Cc1ccc(F)cc1)N1CCN(c2ccc(F)cc2)CC1,-1,-1.8,-0.9,-3,-0.2,-0.4,-0.6,-2,-3.3,0.0,-1
NC(=O)NC(=O)COC(=O)CCCc1c[nH]c2ccccc12,1,0.0,3.2,4,-1.0,1.5,-0.1,1,-1.6,0.8,-3
N#Cc1ccccc1-n1c(N)c(C(=O)N2CCCC2)sc1=S,-3,-1.9,-0.2,3,3.3,-1.0,-2.2,5,-3.2,-0.1,3
CCN1C(=O)C(O)(C2COC(C)(C)CC2=O)c2cc(Br)ccc21 (centres undefined),0,-1.3,-2.1,3,2.9,0.5,0.8,-2,0.8,-0.4,-5
Cc1cn(C2C=CC(CO)O2)c(=O)[nH]c1=O (centres undefined),-3,-1.5,-0.4,3,-1.5,-0.1,-1.5,-4,-0.4,-0.2,1
Cc1ccc(NC(=O)c2ccc(CSc3nnc(C)s3)cc2)c(C)c1,4,-0.5,2.1,6,-3.0,0.8,7.3,1,-0.4,-0.6,-1
Cc1cc(C)c2oc(C(=O)Nc3ccc(S(=O)(=O)N4CCCC(C)C4)cc3)cc(=O)c2c1 (centres undefined),-1,-1.2,-1.2,2,0.1,-0.2,-4.7,0,-0.9,-0.3,1
O=C(NCCO)c1nc2ccccc2s1,6,1.0*,4.0,3,5.0,0.1,1.2,3,1.3,-0.3,0
COc1ccc(NC(=O)Nc2ccccc2OC)cc1,4,-0.4,0.1,1,7.0,1.2,5.6,-2,-1.5,1.1,-2
O=C(Nc1nc2ncccn2c1-c1ccc(C(F)(F)F)cc1)C1CC1,-4,-1.3,2.1,i,x,-1.0,1.8,-243,x,x,5
COc1ccc(-c2cc(C(=O)Nc3ccccc3N3CCOCC3)c3ccccc3n2)cc1OC,5,-2.0,0.2,3,-7.0,-1.3,-2.1,0,0.1,-2.6,11
COCc1cccc(-c2csc(C(C)(O)c3cccc(F)c3)n2)c1 (centres undefined),4,-0.9,-1.1,13,-1.6,-3.4,5.3,4,1.4,x,-2
CC(C)N(C(=O)Cn1c(Cl)nc2ccccc21)C(C)C,-3,-2.2,1.5,8,-2.4,-0.4,-1.9,3,0.6,-1.6,-4
C=CCNC(=S)NNC(=O)c1csc(CC)c1,1,-1.1,-2.0,-4,3.6,0.6,2.5,3,-0.7,0.3,2
C[C@H](CO)N1C[C@H](C)[C@@H](CN(C)CC2CC2)Oc2c(NS(=O)(=O)c3ccc(F)cc3)cccc2C1=O,2,-1.1,-0.1,-3,-1.6,1.5,0.0,-2,0.0,-0.3,-3
COc1ccc(OC)c2sc(NC(=O)C3=COCCO3)nc12,-1,-0.9,1.0,-328,3.8,-0.9,2.9,-86,-0.1,0.1,-2
COc1ccc(S(=O)(=O)Nc2cccc(S(=O)(=O)N(C)C)c2)cc1[N+](=O)[O-],-5,-0.6,1.0,-4,-1.0,-0.1,-3.4,0,0.9,2.0,-1
N/C(=N\OC(=O)COc1ccc(Cl)cc1Cl)c1ccccn1,0,0.5,6.4*,-8,2.0,5.3*,16*,-4,-0.8,-1.2,21
COc1ccc(N(C(=O)C2CSC(=O)C2)C(C(=O)NC(C)(C)C)c2ccncc2)cc1 (centres undefined),-2,-1.4,-1.3,-9,1.4,0.1,-1.1,-3,-2.0,1.0,0
NC(=O)CSc1nccn1Cc1ccc2c(c1)OCO2,-2,-1.0,0.2,-5,1.1,-0.1,-2.1,-9,0.9,-0.5,-1
CCn1c(/C=C/N(C(C)=O)c2ccccc2)[n+](CC)c2ccc(Cl)cc21,0,-1.8,1.7,-9,-1.3,-0.2,-0.3,1,-3.4,-0.3,6
Cc1ccc(C(c2sc3ncnn3c2O)N2CC(C)CC(C)C2)cc1 (centres undefined),-2,-0.9,-0.3,-5,-0.1,-0.7,-3.0,-2,0.0,0.5,-1
CC(C)(C)NC(=O)Cn1nnc(-c2ccccc2Cl)n1,2,-0.8,0.9,3,2.3,1.6,6.0,-7,1.2,2.1,3
Cn1nnnc1SCc1cc(=O)n2ccsc2n1,0,-1.1,-1.8,1,2.3,-0.4,0.2,-4,-0.8,-0.3,1
COc1ccc(NS(=O)(=O)c2ccc(NC(=O)C(CCSC)NC(N)=O)cc2)cc1 (centres undefined),3,-1.4,-0.3,7,-0.2,-0.2,1.7,-3,0.1,0.5,2
Cc1ccc(-c2nnc(Nc3ccc(C(N)=O)cc3)c3ccccc23)cc1S(=O)(=O)NCC1CCCO1 (centres undefined),-2,-1.3,-2.9,-26,0.0,-0.7,0.9,-8,0.6,-0.7,3
O=C(CSc1nccn1-c1ccccc1)c1ccc(Br)cc1,3,-1.1,0.1,2,-1.0,-0.3,1.0,1,-0.2,0.3,-3
O=C(NCC(c1cccs1)N1CCOCC1)c1ccccc1NS(=O)(=O)c1cc([N+](=O)[O-])ccc1Cl (centres undefined),-2,-1.9,-0.8,0,1.7,-1.0,-3.9,-3,0.6,0.5,0
O=C(CN1C(=O)C2CCCCC2C1=O)OCn1nnc2ccccc2c1=O (centres undefined),0,-1.8,0.6,3,2.3,-0.4,0.8,-3,-0.3,6.4*,4
C=CCc1cc(C=O)cc(OC)c1OCc1ccc(Cl)cc1,-1,-1.2,-1.8,6,-0.4,-1.0,-2.5,-5,1.4,0.7,-20
CCc1ccccc1N(CC(=O)N1CCc2ccccc2C1)S(C)(=O)=O,-1,-0.9,-0.9,-7,-0.8,-0.4,-2.7,-6,1.4,-0.6,-3
CNC[C@H](CC1CCCCC1)NC[C@H](Cc1ccccc1)NCCC12CC3CC(CC(C3)C1)C2,0,-1.3,-1.1,-1,0.4,-0.2,0.0,-3,-1.1,-0.2,3
CC1(C)CC(=O)c2c(nc3ccccc3c2N)C1,2,-1.4,1.3,-217,-3.2,-0.3,-1.6,-66,0.1,-1.5,2
O=C(NCc1ccco1)c1ccc(-c2ccc(F)c(F)c2)c2ccoc12,-1,-1.3,-2.7,0,1.4,-0.9,9.1,0,1.1,x,-2
CC(NC(=O)c1ccc(F)cc1)c1ccc2c(c1)CCCC2 (centres undefined),-6,-0.7,-0.9,12,-0.4,-0.7,-1.8,2,1.0,0.4,2
